# Pol kappa inh = DNA polymerase kappa (human) inhibition; AID 588579; purified Pol kappa, fluorescent DNA synthesis assay, 10 min; Potency, µM (titrated, usually from 107 µM), for the others: at the top dose activity, negative = inhibition, actives largely listed as inhibitors; Q9UBT6; 0.53% of 400,000 active; note: potency is the fitted concentration of half-maximal effect; % is set by controls: 0 for no effect and ±100 for the full control effect
# Target sequence (Q9UBT6 whole entry, looked up): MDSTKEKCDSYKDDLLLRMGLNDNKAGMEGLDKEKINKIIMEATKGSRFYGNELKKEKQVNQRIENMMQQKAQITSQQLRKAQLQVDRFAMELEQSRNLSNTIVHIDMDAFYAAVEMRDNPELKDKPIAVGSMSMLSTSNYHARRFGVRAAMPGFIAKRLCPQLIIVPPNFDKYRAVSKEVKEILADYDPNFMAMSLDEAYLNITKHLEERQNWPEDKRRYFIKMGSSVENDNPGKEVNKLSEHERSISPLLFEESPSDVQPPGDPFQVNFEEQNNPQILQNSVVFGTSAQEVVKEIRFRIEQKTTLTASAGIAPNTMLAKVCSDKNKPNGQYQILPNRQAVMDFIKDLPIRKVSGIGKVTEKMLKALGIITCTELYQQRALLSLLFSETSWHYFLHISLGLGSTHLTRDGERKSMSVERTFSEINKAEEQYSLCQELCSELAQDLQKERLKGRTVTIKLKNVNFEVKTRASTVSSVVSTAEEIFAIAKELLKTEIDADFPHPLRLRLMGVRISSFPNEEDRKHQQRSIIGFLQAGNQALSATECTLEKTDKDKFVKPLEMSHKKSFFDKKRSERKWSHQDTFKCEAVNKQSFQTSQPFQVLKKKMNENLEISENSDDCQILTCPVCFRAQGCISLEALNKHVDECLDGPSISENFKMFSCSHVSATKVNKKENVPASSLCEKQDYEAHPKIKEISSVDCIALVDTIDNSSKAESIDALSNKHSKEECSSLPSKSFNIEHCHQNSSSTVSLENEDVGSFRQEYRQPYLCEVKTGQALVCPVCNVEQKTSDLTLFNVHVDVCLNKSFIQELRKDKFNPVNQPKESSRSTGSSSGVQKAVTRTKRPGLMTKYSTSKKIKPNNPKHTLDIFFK
#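 10 nM Pol kappa preincubated 15 min at room temperature with compounds, then reaction started with substrate at 50 nM final. Fluorescence read kinetically at 0 and 10 min; buffer-only wells served as negative control.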
# Apoferritin bind = binds horse apoferritin like a general anesthetic. P02791. apoferritin/1-aminoanthracene competitive binding, fluorescence. Potency, µM (titrated, usually from 77.5 µM), inactives show at the top dose activity change, negative = displacement, actives largely listed as inhibitors. 0.074% of 350,000 active. AID 485281; note: potency is the fitted concentration of half-maximal effect; % is set by controls: 0 for no effect and ±100 for the full control effect; nearly all actives have a fitted effect of over 20% in size
#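 Steps: apoferritin (10 uM) was premixed with half-saturated 1-AMA in PBS, compounds were pin-transferred, plates stood 10 min at room temperature, fluorescence was read at 380/535 nm, and curves were fitted with a Hill equation.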
# RGS4 inh = inhibitors of human regulator of G protein signaling 4 | Transcreener GDP fluorescence polarization, RGS4-accelerated GTP hydrolysis | AID 504845 | Potency, µM (highest dose often 114 µM), inactives show at the top dose activity change, negative = inhibition, actives largely listed as inhibitors | P49798 | 0.039% of 390,000 active; note: potency is the fitted concentration of half-maximal effect; % is set by controls: 0 for no effect and ±100 for the full control effect; nearly all actives have a fitted effect of over 75% in size; some results filed as inactive show a strong effect at the top dose
# Target sequence (P49798 whole entry, looked up): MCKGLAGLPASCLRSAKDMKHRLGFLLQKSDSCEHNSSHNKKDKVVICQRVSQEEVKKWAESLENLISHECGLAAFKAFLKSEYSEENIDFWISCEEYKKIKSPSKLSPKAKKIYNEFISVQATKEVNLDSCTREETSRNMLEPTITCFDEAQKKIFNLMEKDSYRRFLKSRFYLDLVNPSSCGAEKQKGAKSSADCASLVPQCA
#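 MLSMR compounds (23 nl, pin-transferred) preincubated 10 min at room temperature with a 500nM (2x) first reagent, then RGS4 at 900nM (2x) plus Transcreener GDP mix added; fluorescence polarization (620/688 nm) read before and after 90 min at 30 °C.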
# LDHA inh = LDHA (human) enzyme inhibition; AID 1347041; 0.15% of 480,000 active; purified LDHA, NADH/diaphorase-resazurin fluorescence; hits give low values; activity change, % (values are at about 110 or 230 µM); P00338; in the data active = activity change below about -30%; inconclusive = mostly about -25% to -30%;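 note: plate controls were DMSO wells for no effect and wells without enzyme for full effect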
#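 Human LDH5 at 2 nM final in Tris HCl pH 7.4 with 0.06 mM NADH and 0.2 mM pyruvate, reacted 5 minutes at room temperature. Remaining NADH coupled via diaphorase/resazurin; resorufin fluorescence read at 0 and 20 minutes, normalized to enzyme-free and DMSO wells.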
# POLH inh = DNA polymerase eta (human) inhibition; Q9Y253; recombinant Pol eta, fluorescent DNA replication assay; Potency, µM (highest dose often 114 µM), inactives show at the highest dose activity change, negative = inhibition, most hits filed as inhibitors; 1.2% of 390,000 active; AID 588591; note: potency is the fitted concentration of half-maximal effect; % is set by controls: 0 for no effect and ±100 for the full control effect
#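 Fluorescent replication assay: 50 nM final substrate added after a 15 min room-temperature compound preincubation with 10 nM enzyme. Signal taken at 0 min and again at 10 min.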
# APE1 inh = APE1 (human) endonuclease inhibition | recombinant APE1, TAMRA/BHQ-2 abasic DNA cleavage fluorescence | Potency, µM (titrated, usually from 65.8 µM), for the others: at the highest dose activity change, negative = inhibition, actives largely listed as inhibitors | 0.35% of 350,000 active | AID 2517;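 note: potency is the fitted concentration of half-maximal effect; plate controls were vehicle for no effect and reference inhibitor for full effect; nearly all actives have a fitted effect of over 55% in size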
#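 Step 1: APE1 (0.75 nM) with compound, 15 min RT. Step 2: add 50 nM fluorophore/quencher THF duplex. Step 3: three fluorescence reads 60 s apart (525/598 nm); read 3 minus read 1 = reaction progress.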
# ERG Ets-DNA blk = inhibitors of human ERG Ets domain-DNA interaction; Potency, µM (highest dose often 76.9 µM), without a hit: at the highest dose FP activity, negative = inhibition, usual class: inhibitors; AID 624246; 0.028% of 370,000 active; fluorescence polarization, His-ERG Ets domain / labelled DNA; P11308; active = well fitted inhibition curve with a large enough effect in the polarisation, with a control signal flat; inconclusive = small, poorly fitted or top-dose-only effect, or effect the other way, or a change in a side signal; inactive = no such curve, though single readings can be large or run the other way; the % refers to the polarisation;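 note: polarization taken with two DNA probes labelled with fluorescein and Texas red; potency is the fitted concentration of half-maximal effect; % of control where 0% means no effect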
#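 His-tagged ERG Ets domain (1 uM in the protein solution; 300mM KCl, 50mM Tris-HCl, 1mM EDTA, 1mM DTT, pH 7.5) received compound, then a probe mix of 5 nM fluorescein-DNA and 100nM Texas-615-DNA. Fluorescence polarization was read for both dyes.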
# POLB inh = blocks human DNA polymerase beta activity | Potency, µM (titrated, usually from 114 µM), for inactives: top-dose activity change, negative = inhibition, hits mostly inhibitors | 1.3% of 340,000 active | P06746 | Pol beta primer extension/strand displacement, fluorescence kinetic; note: potency is the fitted concentration of half-maximal effect; % is set by controls: 0 for no effect and ±100 for the full control effect
#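 Enzyme-only controls used 10 nM Pol beta; buffer lacking enzyme served as negative control. Compound preincubated 15 min, then 50 nM substrate added; 0 and 10 min reads at room temperature.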
# 12-LOX inh = inhibitors of human 12S-lipoxygenase ALOX12. Potency, µM (doses to about 108 µM), for the others: at the highest dose activity change, negative = inhibition, actives largely listed as inhibitors. AID 1671190. 1.1% of 580,000 active. purified 12hLO, xylenol orange hydroperoxide absorbance; note: potency is the fitted concentration of half-maximal effect; % is set by controls: 0 for no effect and ±100 for the full control effect
#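 Purified human 12hLO at 150 nM in 25 mM Hepes, 0.01% Triton X-100, pH 7.0, preincubated 15 min at room temperature with compound. Reaction started with 40 uM arachidonic acid, 30 min at room temperature. Hydroperoxide measured by Fe-xylenol orange, 573/405 nm absorbance ratio.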
# Starred values were filed as active, the others as inactive; i = inactive; ? = inconclusive; . = not tested or not shown; & = joins results of further samples; [ ] = another dose, or the depositor's remark. Unless noted, calls come from the whole dose curve; as a rule, active = well fitted curve in the direction sought with a large enough effect; inconclusive = small, poorly fitted or top-dose-only effect, or another doubt; inactive = no such curve, though single readings can be large; an effect the other way counts as inactive or inconclusive. This is a subset, so the mix of outcomes need not match the whole.
SMILES,Pol kappa inh,Apoferritin bind,RGS4 inh,LDHA inh,POLH inh,APE1 inh,ERG Ets-DNA blk,POLB inh,12-LOX inh
CCN(CC)C(=O)Cn1cnc([N+](=O)[O-])n1,-0.6%,-11.0%,9.2%,9.8,-9.6%,0.0%,.,4.1%,3.3%
CCc1ccc(C(C)NC(=O)c2ncn[nH]2)cc1 (centres undefined),1.6%,3.4%,-23.0%,-1.5,-11.7%,-7.2%,-1.2%,19.1%,-3.2%
Cc1ccc(S(=O)(=O)c2nnn3c2nc(N2CCCCC2)c2sccc23)cc1,-14.6%,-10.2%,22.2%,1.0,1.2%,.,7.4%,2.9%,-27.9%
Cc1ccc(C(=O)ON=C2CCN(c3ccc([N+](=O)[O-])cc3)CC2)cc1,-12.3%,?,27.7%,4.2,-5.5%,-1.5%,-0.1%,5.0%,-8.3%
CC(=O)N1CCc2c(sc(NC(=O)c3ccc4c(c3)OCCO4)c2C#N)C1,-15.8%,-1.6%,-45.9%,-0.8,-6.2%,-1.1%,20.5%,-1.0%,-5.1%
CCCC(=O)NC(c1ccc(OC)c(OC)c1)c1cc(Cl)c2cccnc2c1O (centres undefined),-7.8%&9.1%,-5.0%,-25.3%,22.8&13.6,-11.9%,20.3%,-2.1%,1.2%,?
O=C(CC1C(=O)NCCN1Cc1cccc(Oc2ccccc2)c1)NCC1CCOCC1 (centres undefined),12.3%,?,-40.3%,1.4,-9.9%,0.2%,5.8%,-16.0%,-4.3%
CC1=C/C(=N\NC(=S)NCCc2ccccc2)CC(C)(C)C1,-8.8%,-5.6%,-16.4%,-12.3,-13.5%,1.9%,-1.9%,9.2%,4.47µM*
CCCCCC(=O)Nc1cccc(C2=NOC3(C2)C[C@H](C(N)=O)N(C(=O)c2ccccc2C(=O)c2ccccc2)C3)c1 (some centres undefined),-10.8%,-18.6%,-7.8%,10.1,-14.5%,-4.1%,-1.7%,-0.1%,-6.9%
Cc1ccc(NC(=S)Nc2cc(-c3ccccc3)[nH]n2)cc1Cl,3.5%,-20.3%,?,-3.6,-21.5%,1.6%,-3.6%,1.1%,?
C/C=C/c1ccc(OCC(=O)OCC(=O)NC2CC2)c(OC)c1,-17.4%,1.9%,28.9%,-2.2,?,7.7%,4.3%,?,-0.3%
C[C@@H](c1ccccc1)N1C[C@H]2CCCN2c2cc(Br)ccc2S1(=O)=O,-7.2%,.,6.0%,-3.1,-2.0%,3.9%,-10.1%,.,-9.4%
COc1cc(NC(=O)Cn2cnc(S(=O)(=O)N3CCc4ccccc43)c2)cc(OC)c1OC,5.0%,-16.8%,30.0%,0.8,-18.9%,34.4%,-1.6%,-1.2%,12.0%
CC(C)[C@H](N)C(=O)NC[C@H]1O[C@@H](n2cnc3c(N)ncnc32)[C@H](O)[C@@H]1O,11.8%,.,7.2%,1.1,-1.4%,20.3%,1.3%,.,-22.4%
CC1CCN(c2nc3ccccn3c(=O)c2C=O)CC1,9.9%,-15.5%,-9.3%,0.1,-0.7%,-1.7%,-11.1%,20.3%,-10.5%
Cc1ccc(C)c(CN2C(=O)NC3(CCCCCC3)C2=O)c1,-13.2%,-18.4%,15.5%,-1.7,-8.2%,27.5%,7.0%,17.0%,15.2%
CCOc1ccc2nc(NC(=O)CSc3ccccc3)sc2c1,-7.2%,-23.6%,11.1%,-5.2,-2.7%,-4.2%,-5.1%,11.9%,i
CC/C(C)=N/NS(=O)(=O)c1ccc(C)c([N+](=O)[O-])c1,-7.9%,-8.5%,3.5%,-1.5,0.4%,25.2%,7.5%,12.4%,-25.2%
CCCNC(=O)c1ccc(N2CCC3(CC2)CC(c2ccccc2)=NO3)c([N+](=O)[O-])c1,-22.3%,?,3.5%,-13.7,?,51.3%[activator],-3.0%,4.3%,7.3%
CCN1CCN(c2c(S(=O)(=O)c3ccc(OC)cc3)cnc3cc(OC)c(OC)cc23)CC1,25.7%,-9.0%,-3.9%,-1.9,6.8%,.,8.4%,11.8%,4.2%
C#CCNCCS(=O)(=O)N(Cc1ccc(Br)cc1)[C@@H](C)C(=O)O,-7.5%,.,8.0%,-13.2,-4.8%,21.5%,0.6%,.,?
COCCNC(=O)CN(C(=O)Cn1nnc2ccccc21)c1cc(C)cc(C)c1,7.0%,-7.6%,7.1%,-6.4,-9.1%,31.0%[activator],-9.3%,57.5%,8.0%
CCNC(=O)CC1SC(=Nc2cccc3ccccc23)N(C)C1=O (centres undefined),-0.1%[60.1 µM],-12.6%,10.3%,2.7,-2.1%,6.8%,-0.3%,33.2%,9.1%
CC(C)(CNS(=O)(=O)c1ccc(Cl)cc1)N1CCCCC1,-3.3%,-10.1%,2.3%,-2.4,-13.6%,-7.2%,.,16.9%,-7.2%
CCOCCCN(C(=O)c1snc(C(N)=O)c1N)C(C(=O)NC1CCCC1)c1ccc(O)c(OC)c1 (centres undefined),-2.4%,1.8%,11.5%,-4.3,9.0%,-11.2%,18.5%,40.3%,-3.3%

# Single records, as listed above.
# Profile of C/C=C/c1ccc(OCC(=O)OCC(=O)NC2CC2)c(OC)c1 : Pol kappa inh = -17.4%; Apoferritin bind = 1.9%; RGS4 inh = 28.9%; LDHA inh = -2.2; POLH inh = ?; APE1 inh = 7.7%; ERG Ets-DNA blk = 4.3%; POLB inh = ?; 12-LOX inh = -0.3%
# Profile of CC1CCN(c2nc3ccccn3c(=O)c2C=O)CC1 : Pol kappa inh = 9.9%; Apoferritin bind = -15.5%; RGS4 inh = -9.3%; LDHA inh = 0.1; POLH inh = -0.7%; APE1 inh = -1.7%; ERG Ets-DNA blk = -11.1%; POLB inh = 20.3%; 12-LOX inh = -10.5%
# Profile of CCCC(=O)NC(c1ccc(OC)c(OC)c1)c1cc(Cl)c2cccnc2c1O (centres undefined) : Pol kappa inh = -7.8%&9.1%; Apoferritin bind = -5.0%; RGS4 inh = -25.3%; LDHA inh = 22.8&13.6; POLH inh = -11.9%; APE1 inh = 20.3%; ERG Ets-DNA blk = -2.1%; POLB inh = 1.2%; 12-LOX inh = ?

# More structures:
SMILES,Pol kappa inh,Apoferritin bind,RGS4 inh,LDHA inh,POLH inh,APE1 inh,ERG Ets-DNA blk,POLB inh,12-LOX inh
CNC(=O)c1ccc2nc(NC(C)=O)sc2c1,-2.9%,0.0%,-11.7%,-1.0,12.5%,0.2%,.,-11.9%,-12.8%
O=C(NCC(c1ccco1)N1CCCC1)c1ccc(-n2cccn2)cc1 (centres undefined),-14.7%,.,13.1%,1.0,-2.2%,50.6%[activator],10.9%,.,-19.8%
CCO[C@H]1OC(C(=O)O)=C[C@@H](c2cn(C(C)=O)c3ccccc23)[C@@H]1CCCO,-1.9%,.,0.9%,-7.0,-0.4%,.,-0.6%,.,-11.2%
Cc1c(C)c2ccc(OCC(=O)N3CCC(C(=O)O)CC3)cc2oc1=O,17.1%,-7.8%,1.1%,-0.2,-16.9%,10.9%,-7.2%,37.6%,0.3%
COc1ccc(OC)c(C(=O)CSc2nnc(-c3cccnc3)n2C)c1,0.4%,-12.6%,-45.4%,6.1,-10.5%,?,-2.1%,26.4%,?
CCOC(=O)c1ccc(NC(=O)CSc2ncc(S(=O)(=O)c3ccc(C)c(Cl)c3)c(=O)[nH]2)cc1,-4.9%[60.1 µM],-4.0%,-26.1%,-10.6,?,.,-19.5%,89.1µM*,?
O=C(NC1CCCc2ccccc21)C1CCCC1 (centres undefined),-9.3%,-10.0%,-7.3%,-17.8,-3.5%,2.4%,1.6%,1.9%,-9.4%
Cc1ccc(-c2nn(-c3ccccc3)cc2C(=O)Nc2cccc(S(=O)(=O)N3CCOCC3)c2)cc1,-7.5%,-2.9%,4.6%,-2.1,-3.0%,2.1%,0.5%,6.1%,-5.7%
CCCCP(=O)(c1ccccn1)c1ccccn1,-0.6%,-7.3%,4.7%,-4.6,-5.8%,9.5%,5.3%,20.5%,17.7%
O=C(COC(=O)c1cc(=O)c2ccccc2o1)Nc1ccccc1F,-4.1%,.,-7.5%,-7.5&-0.1,-8.4%,19.1%,-9.7%,.,-10.9%&1.6%
COc1ccc(OC)c(Nc2cc(C(=O)NCCCN3CCOCC3)c3ccccc3n2)c1,-12.9%,-15.5%,-24.1%,3.2,-18.4%,-1.7%,5.2%,30.9%,11.4%
CCc1ccc(N=c2c([N+](=O)[O-])nn(-c3ccccc3)n2O)cc1,-15.3%,-20.3%,3.3%,15.8,-14.0%,-7.1%,4.5%,-10.5%,.
O=C(COc1ccc(/C=N/NC(=O)c2ccncc2)cc1)Nc1cccc([N+](=O)[O-])c1,-4.5%,-13.7%,16.1%,-4.9,9.9%,-1.9%[12.4 µM],8.5%,-8.0%,-14.6%
O=C1C2CCCCC2C(=O)N1Cc1ccccc1 (centres undefined),-6.0%,?,-11.6%,-2.8,-14.6%,-2.2%,-16.9%,17.3%,5.7%
O/N=C/c1cc(Br)cc(Br)c1OCc1ccccc1,-5.2%,?,13.3%,-3.8,-11.8%,-3.9%,3.6%,19.0%,-22.3%
